# FLuc counter: qHTS profiling assay for firefly luciferase inhibitor/activator using purifed enzyme and Km concentrations of substrates (counterscreen for miR-21 project) | Potency, µM (top dose mostly 57.5 µM), for the others: at the highest dose activity change, negative = inhibition, most hits filed as inhibitors | 360,000 compounds, 6.9% hits | AID 588342, 2011 | purified FLuc, Km substrates, luminescence inhibition | Luciferin 4-monooxygenase (Photinus pyralis), P08659;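 further: potency means the concentration at half of the fitted maximal effect; plate controls were vehicle for no effect and reference inhibitor for full effect; nearly all actives have a fitted effect of over 55% in size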
# Target sequence (P08659 whole entry, looked up): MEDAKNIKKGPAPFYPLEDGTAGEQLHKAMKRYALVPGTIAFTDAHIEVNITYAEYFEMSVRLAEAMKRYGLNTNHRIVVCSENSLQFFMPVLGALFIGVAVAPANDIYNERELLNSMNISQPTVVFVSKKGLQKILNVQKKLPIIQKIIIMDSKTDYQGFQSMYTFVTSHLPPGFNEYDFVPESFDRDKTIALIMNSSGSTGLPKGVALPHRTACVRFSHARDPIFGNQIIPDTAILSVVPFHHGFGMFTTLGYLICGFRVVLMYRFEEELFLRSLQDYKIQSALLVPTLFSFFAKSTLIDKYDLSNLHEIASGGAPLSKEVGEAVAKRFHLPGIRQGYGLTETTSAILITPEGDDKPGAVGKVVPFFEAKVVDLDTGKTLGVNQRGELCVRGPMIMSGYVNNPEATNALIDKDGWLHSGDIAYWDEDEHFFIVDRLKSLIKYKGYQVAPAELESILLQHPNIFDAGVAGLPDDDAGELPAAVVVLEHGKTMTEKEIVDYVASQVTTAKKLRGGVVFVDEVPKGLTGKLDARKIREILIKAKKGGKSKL
#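 Purified P. pyralis luciferase, 10 nM final, with Km-level 10 uM D-luciferin and 10 uM ATP in 50 mM Tris acetate pH 7.5, 10 mM Mg acetate, 0.01% Tween-20, 0.05% BSA; 6-point qHTS titration about 60 µM downward; luminescence read.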
# NPC1 prom act: qHTS Assay for NPC1 Promoter Activators; Huh7 NPC1 promoter luciferase reporter, 24 h; Potency, µM (doses to about 9.22 µM), inactives show at the top dose activation, most hits filed as activators; 320,000 compounds, 2.4% hits; AID 485313, 2010;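 further: potency means the concentration at half of the fitted maximal effect; % of control where 0% means no effect; nearly all actives have a fitted effect of over 60% in size; reporter is driven by a mutant NPC1 promoter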
#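 Stable NPC1-promoter luciferase Huh7 line; cpd (DMSO) 24 h, 37 °C, 5% CO2; Amplite luciferase reagent 10 min RT; luminescence readout. qHTS format.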
# p53 reactivator: qHTS assay for re-activators of p53 using a Luc reporter; Potency, µM (doses to about 92.2 µM), for inactives: at the top dose activity change, positive = activation, most hits filed as activators; 320,000 compounds, 0.063% hits; H1299 p53-A138V BP100-luciferase reporter, luminescence, 24 h; further: potency means the concentration at half of the fitted maximal effect; % of control where 0% means no effect; nearly all actives have a fitted effect of over 45% in size
#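 p53-null H1299 cells stably carrying temperature-sensitive p53-A138V and a BP100-luciferase reporter were pinned with compounds (4-point, 1:5 series) and held 24 hrs at 37 deg C. Luminescence was read 10 min after detection reagent.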
# Rab9 prom act: qHTS Assay for Rab9 Promoter Activators. Potency, µM (top dose mostly 9.22 µM), inactives show top-dose activation, negative = inhibition, most hits filed as activators. Huh7 Rab9 promoter-luciferase reporter, luminescence, 24 h. AID 485297, 2010. 320,000 compounds, 2.8% hits; further: potency means the concentration at half of the fitted maximal effect; % of control where 0% means no effect; nearly all actives have a fitted effect of over 60% in size
#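 Cell-based reporter: Huh7 stable for Rab9 promoter-driven luciferase, plated in reduced-serum medium with 10% FBS at 1500 cells/well, compound-treated 24 h at 37 °C, luminescence read after 10 min reagent.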
# TRPV1 agonist: HTS Assay for Compounds that Act as Agonists of the Vanilloid Receptor 1 | TRPV1-expressing cells, Fluo-8 calcium influx, agonist mode | Transient receptor potential cation channel subfamily V member 1 (Homo sapiens), Q8NER1 | activation, % at 8.33 µM | 320,000 compounds, 0.19% hits; in the data active means activation above about 80%; inconclusive means between about 30% and that limit; further: 0% is about no effect
#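 TRPV1-expressing cells were cultured overnight at 35.5C and loaded with Fluo-8 calcium dye for 40 to 90 min at room temperature. After a 10 s baseline, compound was added and calcium influx was read kinetically for 3 min (ex 480/em 520 nm).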
# ELG1 genotox: qHTS screen for small molecules that induce genotoxicity in human embryonic kidney (HEK293T) cells expressing luciferase-tagged ELG1 | HEK293T ELG1-luciferase reporter, luminescence, 16 h | Potency, µM (series often up to 46 µM), inactives show top-dose activity change, positive = activation, usual class: activators | 330,000 compounds, 1.3% hits | AID 504466, 2011; further: potency means the concentration at half of the fitted maximal effect; % of control where 0% means no effect; nearly all actives have a fitted effect of over 60% in size
#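 Step 1: seed 2,000 HEK293T ELG1-luciferase cells per well. Step 2: add compound or DMSO, incubate 16 hr at 37 °C. Step 3: ONE-Glo, 30 min at room temperature, read luminescence.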
# Tb PFK block: qHTS Assay to Find Inhibitors of T. brucei phosphofructokinase | ATP-dependent 6-phosphofructokinase (Trypanosoma brucei brucei), O15648 | 330,000 compounds, 0.17% hits | T. brucei PFK, ADP-Glo luminescence | Potency, µM (doses to about 57.5 µM), for the others: at the highest dose activity, negative = inhibition, usual class: inhibitors;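 further: potency means the concentration at half of the fitted maximal effect; 0% = uninhibited 1x PFK enzyme wells and -100% = no-enzyme wells; nearly all actives have a fitted effect of over 60% in size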
# Target sequence (O15648 whole entry, looked up): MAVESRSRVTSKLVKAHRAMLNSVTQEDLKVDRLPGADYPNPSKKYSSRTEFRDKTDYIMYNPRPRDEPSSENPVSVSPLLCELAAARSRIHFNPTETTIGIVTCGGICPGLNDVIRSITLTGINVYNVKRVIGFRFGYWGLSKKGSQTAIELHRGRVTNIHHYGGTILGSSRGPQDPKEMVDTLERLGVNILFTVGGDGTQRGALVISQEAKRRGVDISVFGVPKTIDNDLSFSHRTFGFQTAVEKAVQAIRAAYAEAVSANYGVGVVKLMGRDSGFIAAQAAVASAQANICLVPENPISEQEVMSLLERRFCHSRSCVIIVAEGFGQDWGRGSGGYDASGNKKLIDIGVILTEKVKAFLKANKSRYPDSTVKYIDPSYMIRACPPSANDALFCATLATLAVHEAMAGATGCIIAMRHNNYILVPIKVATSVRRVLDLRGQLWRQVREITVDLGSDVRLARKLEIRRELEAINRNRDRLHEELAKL
#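 Activity is normalized to no-enzyme wells (full inhibition) and 1.25 nM enzyme wells (no inhibition). Reaction: 0.5 mM F6P, 0.1 mM ATP, 45 min RT, ADP-Glo luminescence; concentration-response curves fitted and classed by quality.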
# RORg inh: qHTS for inhibitors of ROR gamma transcriptional activity. Nuclear receptor ROR-gamma (Mus musculus), P51450. Drosophila S2 Gal4-RORgamma UAS-luciferase reporter, 20 h. Potency, µM (top dose mostly 53.6 µM), for the others: at the highest dose activity change, negative = inhibition, actives largely listed as inhibitors. 310,000 compounds, 5.4% hits. AID 2551, 2010; further: potency means the concentration at half of the fitted maximal effect; on the % scale 0 is the no-effect control and ±100 the full control effect; nearly all actives have a fitted effect of over 60% in size
#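 Luminescence from a UAS-regulated Photinus luciferase reporter in stably transfected Drosophila Schneider cells is measured; decreased signal marks ROR gamma inhibition. Fusion expression is induced by 700 uM copper sulfate for 20 hr.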
# Gal4-VP16 FLuc: VP16 counterscreen qHTS for inhibitors of ROR gamma transcriptional activity. Drosophila S2 Gal4-VP16 UAS-luciferase, luminescence, 20 h. 310,000 compounds, 3.5% hits. AID 2546, 2010. Potency, µM (titrated, usually from 53.6 µM), for inactives: top-dose activity, negative = inhibition, actives largely listed as inhibitors;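 further: Gal4-VP16 expression switched on by copper sulfate through the metallothionein promoter; potency means the concentration at half of the fitted maximal effect; on the % scale 0 is the no-effect control and ±100 the full control effect; nearly all actives have a fitted effect of over 50% in size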
# BRCA1 expr act: qHTS Assay to Identify Small Molecule Activators of BRCA1 Expression; Potency, µM (titrated, usually from 46.1 µM), for inactives: at the top dose activation, most hits filed as activators; AID 624202, 2012; MCF7-BRCA1-FFLuc reporter, luminescence, 48 h; response scale: scaled: vehicle 0%, 10 µM genistein 100%; 380,000 compounds, 1.1% hits; further: potency means the concentration at half of the fitted maximal effect; nearly all actives have a fitted effect of over 80% in size; some results filed as inactive show a strong effect at the top dose
#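 First, MCF7-BRCA1-FFLuc cells (2000/well) attach for 2 h; next, compounds are pin-added and incubated 48 h at 37 °C; finally, luciferase reagent is added and luminescence read after 15 min.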
# ELG1 repair inh: qHTS screen for small molecules that inhibit ELG1-dependent DNA repair in human embryonic kidney (HEK293T) cells expressing luciferase-tagged ELG1. HEK293T ELG1-luciferase reporter, luminescence, 16 h; DNA damage induced by 5-fluorouridine. Potency, µM (doses to about 46.1 µM), inactives show at the top dose activity change, negative = inhibition, actives largely listed as inhibitors. 330,000 compounds, 2.3% hits. AID 504467, 2011; further: potency means the concentration at half of the fitted maximal effect; on the % scale 0 is the no-effect control and ±100 the full control effect; nearly all actives have a fitted effect of over 55% in size
#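 DMSO vehicle served as the neutral condition. Each well held 2,000 cells given 5-fluorouridine plus compound; after 16 hr at 37 °C/5% CO2, ONE-Glo was added and luciferase measured 30 min later.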
# Active calls of the source: *; ? = inconclusive; / = no result given; [ ] = remark or other dose. Unless noted, the call rests on the fitted dose curve; in most records, active means well fitted curve in the direction sought with a large enough effect; inconclusive means small, poorly fitted or top-dose-only effect, or another doubt; inactive means no such curve, though single readings can be large; an effect the other way counts as inactive or inconclusive.
# Every second line gives: ELG1 genotox, Gal4-VP16 FLuc, Rab9 prom act, RORg inh, Tb PFK block, p53 reactivator, ELG1 repair inh, BRCA1 expr act, FLuc counter, TRPV1 agonist, NPC1 prom act
O=c1c(CN2CCN(Cc3ccccc3F)C(CCO)C2)coc2ccccc12 (stereo not given)
  4%, 27%, -6%, 9%, 0%, /, -10%, 1%, 0%, 4, -1%
CCN(CC)CCn1c2c(c(SCC(=O)Nc3ccc4c(c3)OCCO4)nc1=O)CCCC2
  0%, /, -2%, /, -9%, 3%, -5%, -19%, 1%, 1, -1%
Cc1ccc(C(=O)N2CCCCCC2)cc1S(=O)(=O)N1CCOCC1
  0%, 0%, 1%, -7%, 0%, -9%, -1%, -1%, -1%, 2, -3%
Cc1ccc2nc(-c3ccc(SCC(=O)Nc4cc(C)on4)nc3)[nH]c2c1
  1.8µM*, ?, 4µM*, -27%, -4%, ?, ?, -36%, 0.76µM*, ?, ?
CC1CCN(C(=O)CN(C)S(=O)(=O)c2cccc3nsnc23)CC1
  3%, 3%, -1%, -8%, 1%, -4%, 12%, 4%, 0%, -1, -1%
CCOc1ccc(C(=O)Nc2ccc(NC(=S)NC(=O)CC)cc2)cc1Cl
  4%, -22%, -1%, ?, -3%, -6%, -1%, -8%, 2%, 6, -4%
COc1cc(SC)ccc1C(=O)NCCNC(=O)c1nonc1N
  2%, 2%, -2%, -13%, 3%, -2%, 16%, -29%, 2%, 1, -1%
CC1CCc2nc3sc4c(c3c(N)c2C1)CCCC4 (stereo not given)
  3%, -14%, 25%, -36%, 1%, ?, ?, ?, 3.8µM*, 16, ?
CC1(C)CC2CC(C)(CN2C(=O)c2ccc([N+](=O)[O-])cc2)C1 (stereo not given)
  -4%, -3%, -1%, 35%, -8%, -2%, -6%, -15%, -2%, -3, 3%
Nn1c(SCC(=O)NCc2ccc3c(c2)OCO3)nnc1C1CC1
  -1%, 1%, 1%, -6%, -3%, 1%, 0%, 14%, 6%, -6, 2%
Cn1c(NCCN2CCOCC2)nc2c1c(=O)n(Cc1cccc(Cl)c1)c(=O)n2C
  0%, -12%, 0%, -15%, 1%, -7%, -16%, -2%, /, 2, -1%
CCOc1ccc(CSc2nc(C)cc(COC)c2C#N)cc1OCC
  -5%, 8%, -5%, 7%, 0%, 16%, ?, -29%, -1%, 3, 2%
O=C(N/N=C\c1ccc(F)cc1)c1cc(OCC(F)(F)F)ccc1OCC(F)(F)F
  3%, -12%, -5%, -8%, -2%, -2%, -5%, 3%, 2%, 20, -2%
Cn1c(C(=O)NCCN2CCOCC2)cc2sccc21
  1%, -13%, 15%, 2%, -1%, 2%, 14%, 37%, 3%, -3, 2%
O=C(/C=C/c1ccco1)N1CCC(Cc2ccccc2)CC1
  ?, 8%, ?, ?, -5%, 8%, ?, 67%, ?, ?, 17%
Cc1ccc(C)c(N2CCN(c3ncccc3[N+](=O)[O-])CC2)c1
  -13%, -10%, -4%[1.84 µM], 23%, -1%, 1%, -15%, -82%, 2%, 5, -27%
COc1cc(C(=O)N2CCN=C2c2ccccc2)cc(OC)c1OC
  -5%, 0%, 0%, 6%, -2%, -1%, 13%, -10%, 0%, 1, -1%
Cc1cnc(C(=O)OCC(=O)N2CCC(C)CC2)cn1
  1%, /, /, /, 2%, 4%, 10%, -5%, /, /, /
CN(C)CCCNCCNC(=O)/C=N\O
  -2%, -8%, -8%, 0%, 0%, 7%, 8%, 6%, 1%, -3, -1%
O=C1COc2ccc(C(=O)/C=C/c3ccccc3)cc2N1
  0%, 3%, 3%, -38%, 0%, ?, 9%, 0%, ?, 11, 11%
O=C(O)c1ccc2c(c1)C(=O)N(c1cc([N+](=O)[O-])ccn1)C2=O
  -4%, 5%, -5%, -10%, 1%, -1%, -9%, -26%, 0%, -6, -10%
CCOc1ccc2nc(NC(=O)CSc3nnnn3C3CCCCC3)sc2c1
  ?, 4%, 10%, 17%, -9%, ?, ?, 72%, ?, 2, 0%
COc1cc(/C=C(\NC(=O)c2ccccc2)C(=O)NCC(=O)O)c([N+](=O)[O-])cc1OC
  2%, -6%, 1%, -4%, 1%, 6%, ?, -7%, 5%, 6, 0%
N#C/C(=C\c1ccccc1)c1nc2ncccc2[nH]1
  4%, -2%, 5%, -34%, -8%, 9%, 4%, 11%, 13µM*, -2, -3%
CC(NC(=O)c1ccc(F)cc1)c1ccc(F)cc1 (stereo not given)
  0%, 0%, -1%, 15%, -12%, -12%, 5%, -9%, -1%, 2, 4%
COCC(C)n1c(C)cc(C(=O)COc2ccc(S(=O)(=O)N3CCOCC3)cc2Cl)c1C (stereo not given)
  -7%, -7%, 2%, 1%, -1%, 1%, -26%, 0%, 2%[2.3 µM], -2, ?
O=C(NC1(C(F)(F)F)N=C(c2ccccc2)NC1=O)c1ccc(Cl)cc1Cl (stereo not given)
  -2%, -1%, -7%, 11%, 8%, 7%, 9%, -47%, 0%, -1, -1%
CN(C)c1cccc2cccc(N(C)C)c12
  -2%, -6%, 3%, -7%, -1%, 2%, -16%, 10%, 1%, /, -2%
COCC(=O)N(CCN(C)C)Cc1cc2cc3c(cc2nc1Cl)OCO3
  -2%, 4%, 0%, -32%, -1%, 0%, ?, -8%, 0%, 0, -1%
CC12CCC(=O)N1C(C(=O)NCCN1C(=O)S/C(=C\c3ccc(OC(F)F)cc3)C1=O)CS2 (stereo not given)
  -12%, /, -2%, /, -6%, -3%, ?, -14%, 0%, 0, 2%
CCN(CC(=O)Nc1c(F)cccc1F)C(=O)c1ccccn1
  -2%, /, 0%, /, -3%, 6%, 25%, 4%, 3%, -6, -1%
CC(C)=CC/C=C1\CCC(C(=O)O)C(C(=O)O)C1 (stereo not given)
  -2%, -1%, 0%, 2%, 0%, 9%, 18%, 8%, -18%, -6, 0%
c1ccc(-c2csc(Nc3ccc4c(c3)OCCO4)n2)cc1
  /, ?, /, -44%, /, /, /, ?, 0.54µM*, 2, /
Cc1oc(-c2cccs2)nc1CSCC(=O)NC1CC1
  -1%, 1%, -3%, 3%, 1%, 0%, -3%, 0%, 0%, -3, 0%
COc1ccc2c(C)c(Cc3ccccc3)c(=O)oc2c1OC
  -7%, -7%, 0%, 26%, 7%, 9%, ?, -5%, ?, 12, -8%
CN(C)CCCNC(=O)CCc1ncc(C(F)(F)F)cc1Cl
  1%, 5%, -6%, 25%, -2%, 10%, 10%, 15%, 0%, 1, -4%
COc1ccc(CCn2c(-c3ccccc3)nc3c(c(=O)c4ccccc4n3C)c2=O)cc1
  2%, 0%, 2%, -13%, -1%, -2%, -30%, /, 5%, -1, -6%
COC(=O)c1sc2nc(N3CCCCC3)c3c(c2c1N)CCCC3
  1%, 1%, 0%, -7%, 4%, 0%, 11%, -14%, -3%, 12, -1%
Cc1noc(N)c1C(=O)Nc1ccccc1F
  0%, -2%, 0%, -28%, -2%, -7%, -6%, -13%, 0%, 0, -2%
COc1cc(NS(=O)(=O)c2ccc(NC(=O)c3ccco3)cc2)nc(OC)n1
  2%, 0%, -6%, 30%, -3%, 3%, 6%, -16%, 0%, -1, 2%
O=C(CN1C(=O)c2ccccc2C1=O)NN1C(=O)c2ccccc2C1=O
  1%, -5%, ?, 2%, 3%, ?, ?, 2%, ?, -3, -1%
CC(=O)Nc1ccc(-c2ccc(NC(C)=O)cc2)cc1
  13%, 1%, 16%, -14%, 1%, 8%, ?, 81%, -11%, 0, 28%
Cc1ccccc1C(=O)Nc1nc2n(n1)C(c1ccccc1)CC(=O)N2 (stereo not given)
  0%, 9%, -1%, -18%, -2%, 1%, -4%, -4%[1.84 µM], 1%, 0, -2%
O=C(NCc1ccco1)c1ccc(Cn2c(=S)[nH]c3ccccc3c2=O)cc1
  -2%, 2%[10 µM], -8%, ?, -2%, -4%, ?, -17%, -1%, -9, 0%
O=C(NCC1CCCN1S(=O)(=O)c1cccs1)c1ccc(F)cc1 (stereo not given)
  -5%, /, 1%, /, -1%, 2%, 1%, -16%, 3%, 2, -1%

# High-throughput results from PubChem.
